SMARCA2 act: increases SMARCA2 function in MMTV reporter cells | activation, % at 9.1 µM | MG213 cells, MMTV-luciferase reporter, dexamethasone, overnight | 370,000 compounds, 1% hits; in the data active = activation above about 7.8%;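 note: 0% = vehicle wells and 100% = reference activator wells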
NPR1 activator: GC-A (human) enzyme activation; P16066; HEK293 GC-A cells, cGMP TR-FRET, EC30 ANP; 0% at EC30 ANP, 100% saturating ANP; activation, % at 10 µM; 370,000 compounds, 0.14% hits; in the data active = activation above about 40%
GC-B act: GC-B (human) receptor activation; P20594; HEK293-GC-B cells, CNP EC30, cGMP TR-FRET; 0% at EC30 CNP, 100% saturating CNP; activation, % at 10 µM; 370,000 compounds, 0.11% hits; AID 1920062;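 active = activation at 10 µM reaching about 35% in either raw or pattern-adjusted values, limit read from the data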
ASAP1 inh: ASAP1 ArfGAP inhibition | ASAP1-stimulated ARF1 GTP hydrolysis, GDP FP detection | inhibition, % at 16.5 µM | 360,000 compounds, 0.19% hits; in the data active = inhibition above about 25%;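 note: 0% = vehicle with enzyme and substrate and 100% = no enzyme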
ARFGAP1 inh: rat ARFGAP1 inhibition. inhibition, % at 16.5 µM. Arfgap1-stimulated ARF1 GTP hydrolysis, GDP FP detection. 360,000 compounds, 0.26% hits. AID 651572;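 active = inhibition above a per-plate limit, mean inhibition of low control wells plus 3 SD, cut at about 25% in these data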;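 note: 0% = DMSO wells with enzyme and 100% = wells lacking Arfgap1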
Target sequence (Q62848 1-136 limits assumed): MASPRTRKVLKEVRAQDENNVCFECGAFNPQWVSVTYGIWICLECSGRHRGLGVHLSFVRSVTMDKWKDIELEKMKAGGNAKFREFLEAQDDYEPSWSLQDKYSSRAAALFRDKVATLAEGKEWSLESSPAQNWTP
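Assay system: purified rat His6-Arfgap1 residues 1-136 (GAP domain); Reagent: human Δ17 ARF1 bound to GTP; Dosing: 16.5 µM single point, 1.26% DMSO; Times: GTP hydrolysis reaction 2 h at 25 °C; Signal: FP, GDP Alexa 633 tracer displaced from anti-GDP antibody, 620/688 nm; Measure: % inhibition from polarization.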
mABHD4 FP: inhibits mouse alpha/beta hydrolase domain 4. Q8VD66. purified mABHD4, FP-Rh probe fluorescence polarization. inhibition, % at 8.92 µM. 370,000 compounds, 0.54% hits. AID 720543;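 active = inhibition exceeding the mean over every tested compound plus 3 SD, cut at about 30% in these data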;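 note: 0% = plate median of compound wells and 100% = S159A mutant with DMSO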
Target sequence (Q8VD66 whole entry, looked up, the tested form may be a part): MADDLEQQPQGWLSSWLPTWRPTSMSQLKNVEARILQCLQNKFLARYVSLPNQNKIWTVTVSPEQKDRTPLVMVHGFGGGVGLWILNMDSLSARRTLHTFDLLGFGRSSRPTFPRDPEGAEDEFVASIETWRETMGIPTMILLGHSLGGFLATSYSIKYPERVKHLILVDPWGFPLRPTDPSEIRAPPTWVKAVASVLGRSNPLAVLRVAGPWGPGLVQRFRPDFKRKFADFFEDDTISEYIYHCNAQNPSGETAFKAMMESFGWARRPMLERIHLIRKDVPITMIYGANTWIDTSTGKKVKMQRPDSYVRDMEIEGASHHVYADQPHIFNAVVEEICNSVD
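Test system: mABHD4 protein; Read-out basis: % inhibition; Incubation: 45 min + 60 min at 25 °C; Repeats: single replicate; Technique: fluorescence polarization with parallel and perpendicular emission, 525/598 nm; Compound: 8.92 µM, single dose; Benchmarks: full inhibition S159A mutant plus DMSO, zero as sample-well median.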
HTRA1 inhibitor: blocks human HTRA1 serine peptidase; inhibition, % at 5.96 µM; AID 504803; recombinant HTRA1, FP-rhodamine activity-based probe, fluorescence polarization; Q92743; 340,000 compounds, 0.5% hits; in the data active = inhibition above about 36%;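 note: 0% = enzyme with DMSO and 100% = wells lacking enzyme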
PG9 Ab binder: binds the HIV-1 gp120 antibody PG9 | TR-FRET gp120-PG9 antibody binding | inhibition, % at 6.7 µM | 360,000 compounds, 0.43% hits; in the data active = inhibition above about 8.5%
NR1D1 modulator: modulators of human Rev-erb alpha DNA binding | P20393 | Rev-erbα–FITC-DNA binding, fluorescence polarization, 90 min | activity, % at 10 µM | 370,000 compounds, 0.79% hits;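 active = activity above about 14%, limit read from the data; passing the limit was not always enough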;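 note: 0% = DMSO wells with 35 nM protein and 100% = DMSO wells with 750 nM protein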
Target sequence (P20393 whole entry, looked up): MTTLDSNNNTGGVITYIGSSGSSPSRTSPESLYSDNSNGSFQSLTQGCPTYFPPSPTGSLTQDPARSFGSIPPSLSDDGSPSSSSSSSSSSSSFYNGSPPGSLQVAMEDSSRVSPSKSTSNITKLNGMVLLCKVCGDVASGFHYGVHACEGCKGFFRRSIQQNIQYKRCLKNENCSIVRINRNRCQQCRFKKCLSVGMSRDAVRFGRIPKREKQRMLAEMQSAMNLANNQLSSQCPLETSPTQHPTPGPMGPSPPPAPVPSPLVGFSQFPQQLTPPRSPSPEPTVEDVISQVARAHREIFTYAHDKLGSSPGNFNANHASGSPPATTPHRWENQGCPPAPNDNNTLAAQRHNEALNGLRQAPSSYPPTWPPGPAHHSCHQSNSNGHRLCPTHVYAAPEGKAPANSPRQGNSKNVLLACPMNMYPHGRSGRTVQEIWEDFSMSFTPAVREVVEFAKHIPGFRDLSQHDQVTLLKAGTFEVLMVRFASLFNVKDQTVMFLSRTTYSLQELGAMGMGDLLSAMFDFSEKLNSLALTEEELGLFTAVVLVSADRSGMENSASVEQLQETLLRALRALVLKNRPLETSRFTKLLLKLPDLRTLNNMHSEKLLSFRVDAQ
rCAG RNA binder: r(CAG) repeat RNA binding; TO-PRO-1 dye displacement fluorescence; 370,000 compounds, 1.3% hits; AID 651821; inhibition, % at 3 µM;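 active = inhibition above the plate cutoff, the mean of all test compounds on that plate plus 3 SD, cut at about 35% in these data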;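 note: 0% = DMSO alone and 100% = 100 µM mitoxantrone as full dye displacement; higher means more dye released from RNA so lower well fluorescence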
Starred values were filed as active, the others as inactive.

CC(NC(=O)COC(=O)c1cc(Cl)ccc1O)C1CC2CCC1C2 (configuration not stated) was read as SMARCA2 act -2, NPR1 activator 5, GC-B act -7, ASAP1 inh 5, ARFGAP1 inh 4, mABHD4 FP -5, HTRA1 inhibitor -12, PG9 Ab binder 2.1, NR1D1 modulator 0 and rCAG RNA binder 4.
N#CC1=C(N)OC2=C(C(=O)CC(c3ccccc3)C2)C1c1ccc2c(c1)OCO2 (configuration not stated) was read as SMARCA2 act -4, NPR1 activator 17, GC-B act 4, ASAP1 inh -1, ARFGAP1 inh 8, mABHD4 FP -1, HTRA1 inhibitor -4, PG9 Ab binder -1.9, NR1D1 modulator 10 and rCAG RNA binder 2.
Screening Cc1csc2cc(-c3cccc([N+](=O)[O-])c3)c(-c3cccc([N+](=O)[O-])c3)c[n+]12 returned SMARCA2 act -1, NPR1 activator 11, GC-B act 9, ASAP1 inh 0, ARFGAP1 inh 4, mABHD4 FP 7, HTRA1 inhibitor 2, PG9 Ab binder -0.8, NR1D1 modulator -7 and rCAG RNA binder 4.
O=C(Cc1ccc([N+](=O)[O-])cc1)OCc1ccc([N+](=O)[O-])cc1 was read as SMARCA2 act -2, NPR1 activator 1, GC-B act -2, ASAP1 inh 8, ARFGAP1 inh -3, mABHD4 FP -1, HTRA1 inhibitor -5, PG9 Ab binder 0.8, NR1D1 modulator 4 and rCAG RNA binder 10.
`CC(C)Oc1ccc(F)cc1-c1cc(C(=O)NCc2cccs2)[nH]n1` gave SMARCA2 act 0, NPR1 activator 14, GC-B act 13, ASAP1 inh -17, ARFGAP1 inh -3, mABHD4 FP -7, PG9 Ab binder -2.0, NR1D1 modulator 0 and rCAG RNA binder -2.
For CN(Cc1ccc(Cl)cc1)C(c1cc2ccccc2o1)c1nnnn1C(C)(C)C (configuration not stated) the results were SMARCA2 act -3, NPR1 activator 2, GC-B act 4, ASAP1 inh -8, ARFGAP1 inh 4, mABHD4 FP -9, PG9 Ab binder 2.7, NR1D1 modulator -1 and rCAG RNA binder 0.
Screening COc1ccc(-c2nnc(SCC(=O)/C(C#N)=C(\C)N)o2)cc1 returned SMARCA2 act 2, NPR1 activator -2, GC-B act 5, ASAP1 inh -1, ARFGAP1 inh 7, mABHD4 FP 7, HTRA1 inhibitor -9, PG9 Ab binder 0.8, NR1D1 modulator -2 and rCAG RNA binder 2.
Cc1cccc(NC(=O)CN2CCc3cc4c(cc3C2C)OCCCO4)c1 (configuration not stated) was read as SMARCA2 act 2, NPR1 activator -1, GC-B act 3, ASAP1 inh 4, ARFGAP1 inh -12, mABHD4 FP 5, HTRA1 inhibitor -12, PG9 Ab binder -1.1, NR1D1 modulator -1 and rCAG RNA binder -7.
For COc1ccc(NC(=O)NNS(=O)(=O)c2ccc(Br)cc2)cc1 the results were SMARCA2 act -1, NPR1 activator 0, GC-B act -2, ASAP1 inh -11, ARFGAP1 inh 3, mABHD4 FP 2, HTRA1 inhibitor 1, PG9 Ab binder -1.0, NR1D1 modulator 9 and rCAG RNA binder 1.
For CC(C)(C)OC(=O)CNC(=O)c1[nH]cnc1C(=O)Nc1ccc(Cl)cc1 the results were SMARCA2 act 4, NPR1 activator 2, GC-B act 2, ASAP1 inh 11, ARFGAP1 inh 13, mABHD4 FP -11, HTRA1 inhibitor -6, PG9 Ab binder -2.7, NR1D1 modulator 9 and rCAG RNA binder 2.
Screening Clc1ccc2nc(-c3cccc(Br)c3)c(Cc3ccccc3)n2c1 returned SMARCA2 act -1, NPR1 activator -4, GC-B act -12, ASAP1 inh 3, ARFGAP1 inh 6, mABHD4 FP -6, PG9 Ab binder 2.0, NR1D1 modulator -1 and rCAG RNA binder 31.
For O=c1ccn([C@@H]2O[C@H](CNCc3cccn3-c3nccs3)[C@@H](O)[C@H]2O)c(=O)[nH]1 the results were SMARCA2 act -2, NPR1 activator -2, GC-B act 1, ASAP1 inh 3, ARFGAP1 inh -8, mABHD4 FP 3, PG9 Ab binder 2.3, NR1D1 modulator -2 and rCAG RNA binder 4.
`CN(CCO)c1ccc([N+](=O)[O-])cc1C(=O)O` gave SMARCA2 act -1, NPR1 activator 0, GC-B act 1, ASAP1 inh 7, ARFGAP1 inh -8, mABHD4 FP 0, HTRA1 inhibitor 1, PG9 Ab binder 0.6, NR1D1 modulator 6 and rCAG RNA binder 1.
CCN(CC)C(=O)c1cccc2nc3ccccc3nc12 was read as SMARCA2 act -3, NPR1 activator 3, GC-B act 4, ASAP1 inh 0, ARFGAP1 inh 6, mABHD4 FP 4, HTRA1 inhibitor 3, PG9 Ab binder -1.1, NR1D1 modulator -4 and rCAG RNA binder -5.
O=C(O)CCC(=O)N1CCc2cc(S(=O)(=O)Nc3ccc4c(c3)OCCO4)ccc21 was read as SMARCA2 act 2, NPR1 activator 3, GC-B act 0, ASAP1 inh 4, ARFGAP1 inh 2, mABHD4 FP -3, HTRA1 inhibitor -5, PG9 Ab binder -2.3, NR1D1 modulator 1 and rCAG RNA binder 26.
For CCOC(=O)c1c(C)c(C(=O)Nc2cc(F)ccc2F)c(C)n1C the results were SMARCA2 act -2, NPR1 activator -2, GC-B act -2, ASAP1 inh -8, ARFGAP1 inh -3, mABHD4 FP 1, HTRA1 inhibitor -5, PG9 Ab binder -1.1, NR1D1 modulator -1 and rCAG RNA binder 2.
CCN(Cc1cnn(C)c1)C(=O)c1cc(COc2ccc(F)cc2F)on1 was read as SMARCA2 act 1, NPR1 activator 7, GC-B act 2, ASAP1 inh -9, ARFGAP1 inh -8, mABHD4 FP -2, HTRA1 inhibitor 0, PG9 Ab binder -0.4, NR1D1 modulator 1 and rCAG RNA binder 0.
Cc1cc(C)n(CC2CC(=O)N(c3cc(Cl)cc(Cl)c3)C2=O)n1 (configuration not stated) was read as SMARCA2 act -3, NPR1 activator -5, GC-B act -4, ASAP1 inh 6, ARFGAP1 inh 4, mABHD4 FP 4, HTRA1 inhibitor 1, PG9 Ab binder -0.8, NR1D1 modulator 8 and rCAG RNA binder 2.
`COc1cc(OC)c(-c2cc(C(=O)O)ccc2OC)c(OC)c1` gave SMARCA2 act -3, NPR1 activator 3, GC-B act -3, ASAP1 inh -2, ARFGAP1 inh -8, mABHD4 FP 4, HTRA1 inhibitor -4, PG9 Ab binder -0.2, NR1D1 modulator 6 and rCAG RNA binder 1.
For CC(=O)c1c(C)nc(-c2ccccc2)n1O the results were SMARCA2 act -3, NPR1 activator -1, GC-B act -6, ASAP1 inh 4, ARFGAP1 inh 2, mABHD4 FP -2, HTRA1 inhibitor 3, PG9 Ab binder 0.8, NR1D1 modulator 0 and rCAG RNA binder 2.

Retrieved one by one from the list above, two records:
Cc1cc(C)n(CC2CC(=O)N(c3cc(Cl)cc(Cl)c3)C2=O)n1 (configuration not stated) was read as SMARCA2 act -3, NPR1 activator -5, GC-B act -4, ASAP1 inh 6, ARFGAP1 inh 4, mABHD4 FP 4, HTRA1 inhibitor 1, PG9 Ab binder -0.8, NR1D1 modulator 8 and rCAG RNA binder 2.
O=C(O)CCC(=O)N1CCc2cc(S(=O)(=O)Nc3ccc4c(c3)OCCO4)ccc21 was read as SMARCA2 act 2, NPR1 activator 3, GC-B act 0, ASAP1 inh 4, ARFGAP1 inh 2, mABHD4 FP -3, HTRA1 inhibitor -5, PG9 Ab binder -2.3, NR1D1 modulator 1 and rCAG RNA binder 26.

Other results follow.
Screening N#C/C(=C(/O)CSc1ccccc1C(=O)O)c1nc2ccccc2s1 returned SMARCA2 act -3, NPR1 activator 1, GC-B act 4, ASAP1 inh 4, ARFGAP1 inh -1, mABHD4 FP 6, HTRA1 inhibitor 7, PG9 Ab binder -2.6, NR1D1 modulator 0 and rCAG RNA binder 17.
`O=C(O)C(=Cc1cccc([N+](=O)[O-])c1)c1ccc(Cl)cc1` gave SMARCA2 act -1, NPR1 activator 0, GC-B act 2, ASAP1 inh -2, ARFGAP1 inh 0, mABHD4 FP 6, HTRA1 inhibitor 1, PG9 Ab binder -1.9, NR1D1 modulator 2 and rCAG RNA binder 4.
O=C(Cn1c(=O)c2c(ncn2C2CCCC2)n(Cc2ccccc2)c1=O)N1CCc2ccccc21 was read as SMARCA2 act -3, NPR1 activator 9, GC-B act 9, ASAP1 inh -20, ARFGAP1 inh -5, mABHD4 FP 2, HTRA1 inhibitor -25, PG9 Ab binder 1.0, NR1D1 modulator 2 and rCAG RNA binder -1.
COc1cc(OC)cc(-c2nnc(NC(=O)CCS(=O)(=O)c3ccccc3)o2)c1 was read as SMARCA2 act 1, NPR1 activator -3, GC-B act -2, ASAP1 inh 5, ARFGAP1 inh -3, mABHD4 FP 1, HTRA1 inhibitor 1, PG9 Ab binder -3.1, NR1D1 modulator -10 and rCAG RNA binder 10.
COc1cccc(CNC(=O)C(C)n2nc(C)n3c(cc4occc43)c2=O)c1 (configuration not stated) was read as SMARCA2 act -2, NPR1 activator -6, GC-B act -3, ASAP1 inh -20, ARFGAP1 inh -6, mABHD4 FP -6, HTRA1 inhibitor -1, PG9 Ab binder -1.1, NR1D1 modulator -1 and rCAG RNA binder -1.
Screening CCOc1ccc(NC(=O)CC2C(=O)N(CC)C(=S)N2NC(=O)c2ccncc2)cc1 (configuration not stated) returned SMARCA2 act -2, NPR1 activator -4, GC-B act 4, ASAP1 inh 0, ARFGAP1 inh -4, mABHD4 FP -4, HTRA1 inhibitor 7, PG9 Ab binder -1.1, NR1D1 modulator -4 and rCAG RNA binder 0.
`CCCS(=O)(=O)N1CCN(Cc2ccc([N+](=O)[O-])cc2)CC1` gave SMARCA2 act -4, NPR1 activator 2, GC-B act 4, ASAP1 inh 12, ARFGAP1 inh 2, mABHD4 FP 11, HTRA1 inhibitor -1, PG9 Ab binder 1.4, NR1D1 modulator 3 and rCAG RNA binder -5.
`COc1ccc(C(CC(=O)N2CCOCC2)c2c(OC)cc(OC)c3c(-c4ccccc4)cc(=O)oc23)cc1` (configuration not stated) gave SMARCA2 act 1, NPR1 activator 4, GC-B act 7, ASAP1 inh 1, ARFGAP1 inh 4, mABHD4 FP 4, HTRA1 inhibitor -11, PG9 Ab binder 0.6, NR1D1 modulator -24 and rCAG RNA binder 3.
`Cc1cccc(NC(=S)NCc2ccccc2)c1C` gave SMARCA2 act 0, NPR1 activator 5, GC-B act 1, ASAP1 inh 2, ARFGAP1 inh -13, mABHD4 FP -3, HTRA1 inhibitor 1, PG9 Ab binder -0.3, NR1D1 modulator -4 and rCAG RNA binder -2.
`COCC(O)Cn1ccnc1[N+](=O)[O-]` (configuration not stated) gave SMARCA2 act -1, NPR1 activator 4, GC-B act 2, ASAP1 inh -4, ARFGAP1 inh 7, mABHD4 FP 9, HTRA1 inhibitor 6, PG9 Ab binder -2.3, NR1D1 modulator 4 and rCAG RNA binder 2.
COc1ncccc1-c1cc2nc(NCCNC(C)=O)n(C)c(=O)c2s1 was read as SMARCA2 act -1, NPR1 activator 2, GC-B act 1, ASAP1 inh 9, ARFGAP1 inh -10, mABHD4 FP -3, PG9 Ab binder -0.9, NR1D1 modulator 3 and rCAG RNA binder 4.
`CCc1ccccc1NC(=O)NC1CCCCCCC1` gave SMARCA2 act -1, NPR1 activator 1, GC-B act 1, ASAP1 inh 4, ARFGAP1 inh 13, mABHD4 FP -3, HTRA1 inhibitor 2, PG9 Ab binder 0.3, NR1D1 modulator 4 and rCAG RNA binder -7.
